Screening data deposited in PubChem BioAssay by National Center for Advancing Translational Sciences (NCATS).
D1 ag = agonists of human D1 dopamine receptor; HEK293 T-REx D1 cells, calcium flux, agonist mode; 360,000 compounds, 1% hits; P21728; activation, % at 2 µM; AID 504660; in the data active means activation above about 30%; further: 0% is about no effect
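Tetracycline-induced HEK293 TREx D1 cells, force-coupled to calcium signalling, were dye-loaded with a no-wash calcium kit. Compound was pin-added after a 10 s baseline. Fluorescence was read kinetically at 1 cycle/s for 180 s, with calcium rises flagged as agonism.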
TRHR agonist = agonists of human TRH receptor. TRHR cells, calcium flux fluo-8, FDSS agonist mode. 360,000 compounds, 0.18% hits. activation, % at 2 µM. AID 493084; in the data active means activation above about 30%; further: 0% is about no effect
Target sequence (P34981 whole entry, looked up): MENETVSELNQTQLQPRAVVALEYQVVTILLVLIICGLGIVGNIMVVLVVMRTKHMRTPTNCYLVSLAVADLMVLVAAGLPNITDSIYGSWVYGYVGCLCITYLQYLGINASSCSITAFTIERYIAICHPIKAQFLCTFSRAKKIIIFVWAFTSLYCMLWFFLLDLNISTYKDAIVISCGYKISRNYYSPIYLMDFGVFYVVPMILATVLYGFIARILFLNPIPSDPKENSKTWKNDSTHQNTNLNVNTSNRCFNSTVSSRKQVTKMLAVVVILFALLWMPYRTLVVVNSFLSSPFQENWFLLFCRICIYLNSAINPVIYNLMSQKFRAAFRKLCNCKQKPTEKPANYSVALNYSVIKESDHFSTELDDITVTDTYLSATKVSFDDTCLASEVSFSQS
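Steps: seed TRHR cells overnight; add fluo-8 no-wash Ca dye, RT 30 min–1.5 h; record 10 s baseline; pin-transfer compounds; monitor fluorescence 1 cycle/s for the agonist window. Calcium increases flag candidate agonists.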
TRHR PAM = TRH receptor (human) allosteric enhancement | P34981 | TRHR cells, fluo-8 calcium fluorescence, EC20 TRH enhancement | enhancement, % at 2 µM | 360,000 compounds, 0.66% hits | AID 493056; in the data active means enhancement above about 30%; further: 0% is about no effect
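TRHR-expressing cells loaded with fluo-8 calcium dye were read kinetically (ex 480/em 530) during compound addition, then stimulated with an EC20 of TRH (10 nM final). Enhancement of the Gq-mediated intracellular calcium response was scored.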
RXFP1 antagonist = blocks the human relaxin receptor RXFP1; HEK293-RXFP1, relaxin-stimulated cAMP HTRF, 30 min; hits give low values; Q9HBX9; AID 1259400; 350,000 compounds, 0.59% hits; activity change, negative = inhibition, % at 57.5 µM;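 active means activity change of -60% or lower, but not beyond a set lower limit; inconclusive means change between -60% and -40%, or beyond the set limit; inactive means change above -40%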; further: on the % scale 0 is the no-effect control and ±100 the full control effect
D1 PAM = potentiators of human D1 dopamine receptor; P21728; HEK293 TREx D1 cells, calcium flux, dopamine EC20 potentiation; potentiation, % at 10 µM; 360,000 compounds, 0.036% hits; AID 504651; in the data active means potentiation above about 30%; further: 0% is about no effect
D2 PAM = D2 dopamine receptor (human) potentiation; P14416; potentiation, % at 10 µM; 340,000 compounds, 0.34% hits; HEK293 T-REx D2, calcium flux, EC20 dopamine potentiation; AID 485347;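 active means potentiation over 3 SD above the plate norm, cut at about 30% in these data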; further: 0% is about no effect
Target sequence (P14416 whole entry, looked up): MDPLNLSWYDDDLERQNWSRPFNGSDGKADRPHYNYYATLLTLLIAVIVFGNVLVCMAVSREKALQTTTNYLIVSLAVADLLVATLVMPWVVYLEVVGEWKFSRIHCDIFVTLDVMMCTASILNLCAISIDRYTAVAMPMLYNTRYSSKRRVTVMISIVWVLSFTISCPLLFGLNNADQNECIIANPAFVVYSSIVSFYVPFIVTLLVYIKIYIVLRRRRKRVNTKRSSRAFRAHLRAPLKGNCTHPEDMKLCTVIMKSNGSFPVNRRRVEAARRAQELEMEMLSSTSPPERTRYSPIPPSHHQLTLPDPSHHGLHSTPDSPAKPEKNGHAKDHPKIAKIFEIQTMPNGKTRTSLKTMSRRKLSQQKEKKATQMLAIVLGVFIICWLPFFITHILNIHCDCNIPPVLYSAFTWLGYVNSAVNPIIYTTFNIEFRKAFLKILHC
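Potentiation of an EC20 dopamine calcium response measured kinetically over 180 s, after a preceding 180 s compound-only read flagging agonists. Cells: inducible Hek293 Trex D2 line, 4000/well, cultured overnight at 30 C before dye loading.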
RXFP1 agonist = agonists of human relaxin receptor RXFP1 | Q9HBX9 | HEK293T-RXFP1 cAMP TR-FRET, 30 min; response scale: percent of porcine relaxin response, buffer zero | Potency, µM (top dose mostly 57.5 µM), without a hit: at the top dose activation, usual class: activators | 370,000 compounds, 0.3% hits | AID 2676; further: potency means the concentration at half of the fitted maximal effect; on the % scale 0 is the no-effect control and ±100 the full control effect; nearly all actives have a fitted effect of over 60% in size; many of its hits are not listed in these tables
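HEK293 cells stably expressing RXFP1, treated 30 min at 37C with compounds plus PDE4 inhibitor Ro 20174; cAMP measured by HTRF TR-FRET. Normalized to buffer and 29 nM porcine relaxin; EC50 by Hill fit.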
Anesthetic bind = candidate novel general anesthetic via apoferritin binding | P02791 | apoferritin/1-aminoanthracene competitive binding, fluorescence | Potency, µM (titrated, usually from 77.5 µM), inactives show at the highest dose activity change, negative = displacement, actives largely listed as inhibitors | 350,000 compounds, 0.074% hits | AID 485281; further: potency means the concentration at half of the fitted maximal effect; on the % scale 0 is the no-effect control and ±100 the full control effect; nearly all actives have a fitted effect of over 20% in size
Target sequence (P02791 2-175 limits assumed): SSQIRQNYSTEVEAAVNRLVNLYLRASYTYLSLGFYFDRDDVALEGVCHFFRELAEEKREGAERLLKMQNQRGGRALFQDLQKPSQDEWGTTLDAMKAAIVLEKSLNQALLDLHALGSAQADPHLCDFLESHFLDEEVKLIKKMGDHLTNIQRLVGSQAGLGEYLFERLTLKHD
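Horse-spleen apoferritin (10 uM) was mixed with 50% saturated 1-aminoanthracene in PBS, exposed to compounds for 10 min at room temperature, and read for fluorescence (ex 380 nm, em 535 nm). Competitive displacement was fitted with a four-parameter Hill equation.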
D1 antag = blocks dopamine activation of the human D1 receptor. P21728. HEK293 TREx D1 cells, calcium flux, dopamine EC80; hits give low values. activity change, negative = inhibition, % at 10 µM. 360,000 compounds, 3.2% hits. AID 504652; in the data active means activity change below about -30%; further: on the % scale 0 is the no-effect control and ±100 the full control effect
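Kinetic fluorescence of a calcium dye serves as the read-out. D1-expressing Hek293 Trex cells, induced overnight at 30 C, are exposed to compound for 180 s before an EC80 dopamine addition, then read 180 s further.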
Active calls of the source: *; ? = inconclusive; nt = not tested or not shown; & = joins results of further samples. Unless noted, the call rests on the fitted dose curve; in most records, active means well fitted curve in the direction sought with a large enough effect; inconclusive means small, poorly fitted or top-dose-only effect, or another doubt; inactive means no such curve, though single readings can be large; an effect the other way counts as inactive or inconclusive.

SMILES | D1 ag | TRHR agonist | TRHR PAM | RXFP1 antagonist | D1 PAM | D2 PAM | RXFP1 agonist | Anesthetic bind | D1 antag
O=C(NCCCN1CCCC1=O)c1ccc(Cl)c(NS(=O)(=O)c2ccc(F)cc2)c1 | 4.5 | -0.2 | -3.3 | -1.3 | -1.3 | -4.3 | -1.7% | 3.4% | 8.8
Cc1cccc(-n2ccnc2SCC(=O)Nc2ccc3c(c2)OCCO3)c1 | 6.5 | 0.4 | -3.4 | -4.0 | -2.1 | 0.8 | 14.9% | 4.6% | -11.5
CCOC(=O)CNC(=O)N1CCc2ccc(NC(=O)c3ccccc3OC)cc2C1 | 1.0 | 0.2 | -13.8 | 15.0 | -5.2 | 8.0 | 0.3% | -2.5% | -1.9
COc1cccc(NC(=O)CSc2nnnn2C(C)C)c1 | -3.5 | 0.6 | -3.5 | -3.9 | -5.2 | 10.7 | -0.6% | -1.9% | -7.8
CCOc1cccc2cc(C(=O)Oc3ccc(OC)cc3)c(=O)oc12 | -3.3 | -0.5 | -3.0 | -1.5 | -1.9 | 0.7 | 0.5% | ? | 31.4
COc1cc(CN2CC(=O)N(c3ccccc3Cl)C2=S)cc(OC)c1OC | 4.8 | -0.2 | -2.2 | -13.5 | 1.9 | 0.4 | 0.4% | -12.3% | 0.1
C=CCn1c(NC)cc(=O)n(C)c1=O | 5.3 | 1.8 | -2.3 | -9.4 | -2.2 | -0.3 | -0.9% | -4.9% | 22.8
Cc1nc(C(F)(F)F)c(C(=O)NC(=O)Nc2ccc(OC(F)(F)F)cc2)s1 | 5.4 | 0.4 | -0.2 | -12.5 | -0.4 | 12.6 | 0.1% | 7.4% | 2.1
Cc1ccc(N2C(=O)CC(Sc3ccccc3C(=O)O)C2=O)cc1 (stereo unspecified) | 1.2 | 0.1 | 18.5 | 1.3 | -3.4 | 15.9 | -0.1% | -8.6% | 3.6
CC(OC(=O)C1CC(=O)N(Cc2ccccc2)C1)C(=O)Nc1cccc(C#N)c1 (stereo unspecified) | 5.3 | -1.1 | -6.5 | -14.2 | -7.6 | -5.4 | -0.8% | -4.4% | -5.8
Cc1nc2ccccc2c(=O)n1NC(=O)c1cncc(Br)c1 | 0.8 | 1.1 | -3.3 | -1.7 | 7.2 | -5.3 | -3.8% | 0.3% | -13.5
Cc1cc(C(=O)Nc2ccc3ccccc3c2)oc1C | -0.6 | -1.2 | 8.7 | -36.9 | -0.1 | 19.2 | 1.7% | -10.1% | -8.9
CC(=O)Nc1ccc(NC(=O)C(C)Sc2nc3ccccc3c(=O)n2Cc2ccco2)cc1 (stereo unspecified) | 1.3 | -0.3 | -0.6 | -3.5 | -4.5 | nt | -2.1% | nt | 3.6
Cc1[nH]c2ccccc2c1/C=N/NC(=O)c1ccc(N)cc1 | 3.6 | 0.1 | -5.7 | -2.5 | 4.8 | -7.6 | -3.8% | 2.7% | 3.0
Cc1ccc(CNC(=O)c2ccc(N3CCC4(CC3)CC(c3cccc(Br)c3)=NO4)c(NC(=O)c3cccc(C)c3)c2)cc1 | 2.4 | 0.7 | 1.7 | nt | -7.5 | 2.7 | 4.2% | nt | -8.7
COc1cc(O)c(C(CCN2CCOCC2)c2cc(OC)c(OC)c(OC)c2)c(OC)c1 (stereo unspecified) | 12.2 | 0.4 | 1.5 | nt | -2.9 | -0.6 | -1.2% | -4.4%&-17.9% | 18.2
C=CCOc1ccc(CNn2cn[nH]c2=S)cc1 | 5.4 | 1.1 | 1.9 | -15.0 | -6.7 | -9.5 | -4.4% | -7.1% | 16.5
CN(C)c1ccc(-c2nc3cnccn3c2Nc2ccc3c(c2)OCCO3)cc1 | 1.5 | -0.8 | 3.4 | 4.4 | 3.1 | 4.7 | 10.9% | -3.7% | 19.0
Cc1noc(C)c1S(=O)(=O)Nc1ccc(C(=O)NC2CCCCC2)cc1 | -0.8 | 0.3 | -2.5 | 7.7 | -10.4 | -12.0 | 1.6% | -7.8% | -8.3
CCOC(=O)N1CCN(C(=O)c2c[nH]c3ccc(S(=O)(=O)N(C)c4ccc(F)cc4)cc3c2=O)CC1 | -0.7 | -0.1 | 0.1 | -8.4 | -4.5 | 3.8 | -0.3% | -16.2% | 1.0
CS(=O)(=O)c1cccc(C(=O)Nc2cccc(-c3nc4ccccc4[nH]3)c2)c1 | 1.8 | 0.1 | -6.3 | 9.9 | -5.3 | -0.9 | 2.2% | -1.4% | 6.4
CCCC(c1nnnn1Cc1cccs1)N1CCN(c2nc3ccccc3s2)CC1 (stereo unspecified) | 4.4 | 0.1 | 5.0 | 8.8 | -1.8 | 7.2 | -0.9% | -11.3% | -10.0
CCOC(=O)C(C)Oc1ccc(NC(=O)C(Cl)(Cl)Cl)cc1 (stereo unspecified) | 4.2 | -0.6 | 9.7 | 1.2 | -13.7 | 0.8 | 2.6% | -10.9% | -11.4
Cc1ccc2oc(=O)c3cnn(CC(=O)Nc4ccccc4N4CCN(C)CC4)c3c2c1 | -1.2 | 0.3 | -0.2 | -6.5 | -5.7 | -1.7 | 0.6% | -9.0% | 41.7
O=C(COC(=O)CCc1nc2ccccc2s1)Nc1ccc(S(=O)(=O)N2CCOCC2)cc1 | 3.6 | -0.1 | 1.0 | 7.5 | 0.8 | 3.1 | 0.6% | ? | -3.3

(further entries)
SMILES | D1 ag | TRHR agonist | TRHR PAM | RXFP1 antagonist | D1 PAM | D2 PAM | RXFP1 agonist | Anesthetic bind | D1 antag
CCCCP(=O)(CCCC)CCP(=O)(c1ccccc1)c1ccccc1 | 2.6 | 1.1 | -0.7 | 0.1 | 6.4 | 10.4 | -0.1% | -6.0% | -2.0
O=C(Cn1cncn1)NCc1ccccc1Br | 1.8 | 1.0 | -1.3 | -5.3 | -3.5 | 4.0 | 1.3% | -7.3% | -8.3
CCCCNC(=S)N(CCCN(C)C)Cc1cc2cc3c(cc2[nH]c1=O)OCO3 | -0.1 | -0.4 | 2.4 | 2.5 | -5.5 | -1.6 | -0.4% | 6.8% | 1.6
COc1ccc(C(=O)N/N=C2\SCC(=O)N2Cc2ccc3c(c2)OCO3)c(OC)c1 | -1.2 | -0.7 | -1.4 | -3.0 | -3.9 | 3.5 | -0.9% | -2.6% | 10.7
CCCCc1nnc2c(N(C)S(=O)(=O)c3ccccc3)nc3ccccc3n12 | 0.3 | 0.5 | 8.0 | -3.9 | -12.8 | 10.4 | 3.9% | -6.6% | -14.1
O=C(COC(=O)c1cccc([N+](=O)[O-])c1)Nc1ccc(Cl)cn1 | 2.5 | 0.7 | -4.7 | -3.7 | -13.9 | -1.7 | 0.6% | nt | 5.3
CC1CCCCN1C(=O)CSc1nc2cc3c(cc2c(=O)n1Cc1ccc2c(c1)OCO2)OCO3 (stereo unspecified) | 1.2 | 0.5 | -3.0 | -1.7 | -5.8 | nt | 0.4% | -13.4% | -2.0
CC(C)OC(=O)Nc1ccc2c(c1)N(C(=O)CCN1CCOCC1)c1ccccc1CC2 | 2.0 | 0.1 | 2.8 | 0.2 | 3.0 | -3.9 | -0.4% | -6.0% | 0.5
COC(=O)C(C(=O)OC)C(C)C(C(=O)OC)C(=O)OC | 0.1 | 0.3 | -0.5 | -2.3 | -0.8 | 19.2 | -0.9% | -0.4% | 10.0
C/C(=N\NC(=O)c1cccc2ccccc12)c1ccccn1 | 13.1 | -0.4 | -12.1 | -6.9 | -3.0 | 10.9 | 0.4% | -10.3% | -10.0
Fc1cc(F)c2nc(N3CCCCC3)sc2c1 | 2.4 | -0.5 | 3.8 | 3.4 | -1.7 | -4.1 | -0.1% | -15.9% | 2.7
COc1ccc(C)cc1-n1nnnc1SCC(=O)NC(=O)NCc1ccco1 | 2.1 | -1.4 | -5.4 | 5.1 | -2.1 | nt | 1.4% | -17.8% | -36.6*
CC(=O)Nc1ccc(C2NC(=O)c3ccccc3O2)cc1 (stereo unspecified) | 0.6 | 0.3 | 2.3 | -6.3 | 8.8 | -3.1 | 0.2% | -8.5% | 1.4
O=C(c1ccc(-c2cc(O)c3ncccc3c2)cc1)N1CCNCC1 | 2.5 | -0.3 | -4.0 | nt | -4.0 | nt | 1.5% | nt | 0.6
O=C(NCn1cnccc1=O)c1ccccc1 | -2.0 | 0.3 | 1.4 | 4.4 | -0.9 | 1.0 | -0.5% | 1.0% | -13.4
Cc1cccc(-c2noc(CN(C(=O)c3ccc(C)c(C)c3)C(C)C)n2)c1 | 14.5 | 0.3 | -9.8 | nt | -4.3 | 15.2 | 1.4% | 0.7% | 3.9
Cc1cc(N/N=C/c2ccccc2O)c2ccccc2n1 | 4.5 | 2.1 | 6.8 | -27.8 | -3.1 | 5.0 | -0.1% | -15.8% | -1.2
Cc1ccc(NCc2nnc(SCC(=O)O)n2Cc2ccccc2)cc1Cl | 3.7 | 0.1 | -12.5 | 2.5 | -1.1 | 0.6 | -2.7% | -7.4% | -19.5
CCCCc1nnc(NC(=O)CCc2ccccc2)s1 | 6.0 | -0.6 | 3.1 | 4.9 | -7.8 | 17.8 | 0.3% | -4.6% | 8.5
CCOC(=O)c1scc(-c2ccccc2)c1S(=O)(=O)N1CCN(c2ccccc2OC)CC1 | 1.1 | 0.3 | -10.1 | nt | -6.3 | -3.3 | 0.7% | -2.2% | -10.3
CC(C)CNC(=O)/C(C#N)=C1\N=C(NC(=O)c2ccco2)c2ccccc21 | 0.7 | 3.9 | 10.5 | 20.3 | -3.9 | 14.6 | 1.3% | -12.6% | 2.1
CS(=O)(=O)N(CC(=O)Nc1ccccc1C(=O)NCCc1ccccc1)c1ccc2c(c1)OCCO2 | 2.0 | -0.5 | -3.4 | 8.0 | -6.5 | 3.4 | 1.5% | -2.6% | 23.7
COC(=O)CNC(=O)CSc1nnc(-c2ccc(OC)cc2)n1CC(C)C | -1.2 | 0.5 | 2.8 | -11.1 | 3.7 | 10.7 | 1.7% | -7.1% | -33.6*
COc1cc(NC(=S)NCCCN2CCOCC2)cc(OC)c1OC | 2.7 | 0.3 | 2.6 | -3.2 | -2.6 | -1.2 | 0.5% | -4.2% | -11.1
C(/C=C/C=C/Nc1ccccc1)=Nc1ccccc1 | -1.7 | 0.5 | 7.0 | 8.6 | 5.5 | 12.9 | 0.3% | -7.9% | 17.3

An excerpt. The share of hits here may be higher or lower than overall.
